NFkB binder = NF-kappa-B p105 (human) binding. Small molecule microarray, anti-His fluorescence binding. calls only. 1.3% of 17,000 active;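 active = spot fluorescence over background significantly raised, with a chance value under 7% in all four replicate spots of the compound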;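 note: probe protein is his-tagged human p50 processed subunit at 1 µg/ml; raw spot fluorescence signals with no normalization applied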
Target sequence (P19838 1-433 limits assumed): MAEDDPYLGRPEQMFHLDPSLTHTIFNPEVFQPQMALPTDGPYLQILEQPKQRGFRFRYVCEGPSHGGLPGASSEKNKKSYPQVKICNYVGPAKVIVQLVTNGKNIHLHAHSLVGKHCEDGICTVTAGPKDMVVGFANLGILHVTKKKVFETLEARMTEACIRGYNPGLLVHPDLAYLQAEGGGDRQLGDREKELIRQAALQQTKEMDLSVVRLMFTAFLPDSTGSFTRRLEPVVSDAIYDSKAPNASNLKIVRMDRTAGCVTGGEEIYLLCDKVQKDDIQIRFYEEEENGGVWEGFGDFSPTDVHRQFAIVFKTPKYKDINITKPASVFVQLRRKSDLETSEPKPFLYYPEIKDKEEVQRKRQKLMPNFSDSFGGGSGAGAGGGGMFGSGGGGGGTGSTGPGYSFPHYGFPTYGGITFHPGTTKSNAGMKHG
Calls only; i = inactive; + = active, no number. Only part of the results is shown. The share of hits here may be higher or lower than overall.

SMILES | NFkB binder
C[C@@H]1CCCCO[C@@H](CN(C)C(=O)Nc2ccccc2)[C@@H](C)CN([C@H](C)CO)C(=O)c2cc(NC(=O)Cc3ccccc3)ccc2O1 | i
C[C@@H]1CN([C@@H](C)CO)C(=O)c2cc(NC(=O)Cc3cn(C)c4ccccc34)ccc2O[C@@H]1CN(C)S(=O)(=O)c1ccc(Cl)cc1 | i
O=C(C1=C[C@H](c2coc3ccccc3c2=O)C[C@H](OCc2ccc(CO)cc2)O1)N1CCOCC1 | i
COC(=O)c1ccc(C(=O)OC)c(NC(=O)c2cnn3c(C(F)F)cc(-c4ccc(C)cc4)nc23)c1 | i
Nc1nnc(SC/C=C/CSc2nnc(N)s2)s1 | i
C[C@@H]1CN([C@H](C)CO)C(=O)c2cc(NC(=O)C3CC3)ccc2O[C@H]1CN(C)S(=O)(=O)c1ccc(F)cc1 | i
Cc1noc(C)c1S(=O)(=O)Nc1ccc2c(c1)CC(=O)N([C@@H](C)CO)C[C@H](C)[C@@H](CN(C)S(=O)(=O)c1ccccc1)O2 | i
C[C@H]1CN([C@@H](C)CO)C(=O)c2cccc(NC(=O)c3ccncc3)c2O[C@H]1CN(C)C(=O)Nc1ccccc1 | i
CNC[C@@H]1Oc2ccc(NC(=O)NC3CCCCC3)cc2C(=O)N([C@@H](C)CO)C[C@@H]1C | i
COc1ccc(S(=O)(=O)Nc2cccc3c2O[C@@H](CN(C)C)[C@@H](C)CN([C@@H](C)CO)C3=O)cc1 | i
CCCOc1ccc(-c2nc(SCC(=O)O)n[nH]2)cc1 | i
C[C@H]1CN([C@@H](C)CO)C(=O)c2cc(N(C)C)ccc2O[C@H]1CN(C)S(=O)(=O)c1cn(C)cn1 | i
COc1ccc(CN(C)C[C@H]2Oc3ccc(NC(=O)Cc4ccccc4)cc3C(=O)N([C@@H](C)CO)C[C@@H]2C)cc1 | i
COc1cc(O)c2c(=O)cc(-c3cc(OC)c(OC)c(O)c3OC)oc2c1 | i
COc1ccc(NC(=O)Nc2ccc3c(c2)CC(=O)N([C@H](C)CO)C[C@@H](C)[C@@H](CN(C)C)O3)cc1 | i

The closing two compounds of the section above open the next one:
SMILES | NFkB binder
COc1cc(O)c2c(=O)cc(-c3cc(OC)c(OC)c(O)c3OC)oc2c1 | i
COc1ccc(NC(=O)Nc2ccc3c(c2)CC(=O)N([C@H](C)CO)C[C@@H](C)[C@@H](CN(C)C)O3)cc1 | i
CNC[C@@H]1Oc2ccc(NC(=O)Nc3ccccc3)cc2CC(=O)N([C@@H](C)CO)C[C@@H]1C | i
CC1(C)O[C@H]2CC(=O)OC[C@@]23[C@H]1CC(=O)[C@@]1(C)C2=CC(=O)O[C@@H](c4ccoc4)[C@]2(C)CC[C@@H]13 | +
C[C@@H]1CN([C@H](C)CO)C(=O)c2cc(N(C)C)ccc2O[C@H]1CN(C)C(=O)Nc1ccccc1 | i
CN(C/C=C/c1ccccc1[N+](=O)[O-])CCc1ccccn1 | i
COc1cccc2cc(C(=O)C3C(=O)C(=O)N(c4nc(C)c(C)s4)C3c3ccco3)oc12 (configuration not stated) | i
C[C@H](CO)N1C[C@H](C)[C@H](CN(C)C(=O)NC2CCCCC2)Oc2c(NC(=O)Nc3ccc(F)cc3)cccc2C1=O | i
O=C1CC(c2cccs2)Cc2nc(NCCN3CCOCC3)ncc21 (configuration not stated) | i
C[C@@H]1CN([C@@H](C)CO)C(=O)Cc2cc(NC(=O)Nc3ccc(F)cc3)ccc2O[C@H]1CN(C)Cc1ccc2c(c1)OCO2 | i
O=C1Nc2ccccc2-c2nc3ccccc3c(=O)n2-c2c(O)cccc21 | i
COc1ccc(S(=O)(=O)N(C)C[C@@H]2Oc3ccc(NC(=O)Cc4cn(C)c5ccccc45)cc3C(=O)N([C@@H](C)CO)C[C@@H]2C)cc1 | i
Cc1nc(-c2ccccc2)nc(SCC(=O)O)c1Cc1ccccc1 | i
C[C@@H]1CN([C@@H](C)CO)C(=O)Cc2cc(NC(=O)NC3CCCCC3)ccc2O[C@@H]1CN(C)Cc1ccncc1 | i
COc1ccc(CN(C)C[C@H]2Oc3c(NC(=O)c4nc5ccccc5s4)cccc3C(=O)N([C@H](C)CO)C[C@@H]2C)cc1 | i
C[C@H](CO)N1C[C@H](C)[C@H](CN(C)C(=O)Nc2cccc3ccccc23)Oc2c(NS(=O)(=O)c3ccc(Cl)cc3)cccc2C1=O | i
C[C@@H]1CCCCO[C@@H](CN(C)C(=O)c2ccncc2)[C@H](C)CN([C@H](C)CO)C(=O)c2cc(NC(=O)Cc3ccccc3)ccc2O1 | i

In the list so far, these contain a COOH group.
SMILES | NFkB binder
CCCOc1ccc(-c2nc(SCC(=O)O)n[nH]2)cc1 | i
Cc1nc(-c2ccccc2)nc(SCC(=O)O)c1Cc1ccccc1 | i

Returning to the listing, starting two compounds before the break.
SMILES | NFkB binder
C[C@H](CO)N1C[C@H](C)[C@H](CN(C)C(=O)Nc2cccc3ccccc23)Oc2c(NS(=O)(=O)c3ccc(Cl)cc3)cccc2C1=O | i
C[C@@H]1CCCCO[C@@H](CN(C)C(=O)c2ccncc2)[C@H](C)CN([C@H](C)CO)C(=O)c2cc(NC(=O)Cc3ccccc3)ccc2O1 | i
C[C@H]1CCCCO[C@@H](CN(C)C)[C@@H](C)CN([C@@H](C)CO)C(=O)c2cc(NS(C)(=O)=O)ccc2O1 | i
CC1=C(CC(=O)O)c2cc(F)ccc2/C1=C/c1ccc(S(C)=O)cc1 (configuration not stated) | i
CC1CCC2C(C(=O)O)=COC(O[C@@H]3O[C@H](CO)[C@@H](O)[C@H](O)[C@H]3O)C12 (some centres not stated) | i
O=C1CCCN1CCCNc1ncnc2c1cnn2-c1ccc(Cl)cc1 | i
Cc1noc(C)c1NC(=O)Nc1cccc2c1O[C@H](CN(C)S(=O)(=O)c1cccs1)[C@@H](C)CN([C@H](C)CO)C2=O | i
C[C@H]1CN([C@@H](C)CO)C(=O)c2cccc(NC(=O)c3ccncc3)c2O[C@H]1CN(C)Cc1ccc(C(F)(F)F)cc1 | i
O=C(CN1C(=O)c2ccc([N+](=O)[O-])cc2C1=O)Nc1ccccc1-c1ccccc1 | i
C[C@]12CC[C@@H]3c4ccc(O)cc4CC[C@H]3[C@@H]1C[C@@H](O)[C@@H]2O | i
C[C@H](CO)N1C[C@H](C)[C@@H](CN(C)Cc2ccc(C(=O)O)cc2)Oc2ccc(NC(=O)CCCN(C)C)cc2C1=O | i
C[C@@H]1CN([C@H](C)CO)C(=O)Cc2cc(NC(=O)C3CC3)ccc2O[C@@H]1CN(C)C(=O)Nc1ccccc1 | i
COc1ccc(C2CC(=O)Oc3ccc(C(C)(C)C)cc32)cc1 (configuration not stated) | i
CC(C)NC(=O)Nc1cccc2c1O[C@@H](CN(C)Cc1ccc(Cl)c(Cl)c1)[C@@H](C)CN([C@H](C)CO)C2=O | i
CCCCc1nc2ccn(CC(=O)N(C)C)c(=O)c2n1Cc1ccc(-c2ccccc2-c2nn[nH]n2)cc1 | i
COc1ccc(S(=O)(=O)N(C)C[C@H]2Oc3c(NC(=O)Nc4cccc5ccccc45)cccc3C(=O)N([C@@H](C)CO)C[C@@H]2C)cc1 | i
CNC[C@H]1Oc2ccc(N)cc2C(=O)N([C@H](C)CO)C[C@@H]1C | i

Among those listed so far, two have a nitro group on carbon.
SMILES | NFkB binder
CN(C/C=C/c1ccccc1[N+](=O)[O-])CCc1ccccn1 | i
O=C(CN1C(=O)c2ccc([N+](=O)[O-])cc2C1=O)Nc1ccccc1-c1ccccc1 | i

Next section.
SMILES | NFkB binder
N#CCCN(Cc1ccco1)C(=S)Nc1ccccc1 | i
CC(C)NC(=O)N(C)C[C@@H]1OCCCC[C@@H](C)Oc2ccc(NC(=O)Nc3ccc(C(F)(F)F)cc3)cc2C(=O)N([C@H](C)CO)C[C@@H]1C | i
COc1cc2c(c(OC)c1OC)-c1cc3c(cc1C[C@H]1C(=O)OC[C@@H]1C2)OCO3 | i
O=C(COc1ccc(I)cc1)NCc1ccco1 | i
COc1ccc(NC(=O)Nc2ccc3c(c2)C(=O)N([C@@H](C)CO)C[C@@H](C)[C@H](CN(C)S(=O)(=O)c2cccs2)O3)cc1 | i
CCOC(=O)c1ccc(CNC(=O)c2n[nH]c(=O)c3ccccc23)o1 | i
COc1ccc(CN(C)C[C@@H]2Oc3ccc(NC(=O)CCN4CCOCC4)cc3C(=O)N([C@H](C)CO)C[C@@H]2C)cc1 | i
O=C(OC[C@@H]1[C@H]2c3ccccc3OC1(CO)N=C1SCCCN12)c1ccccc1 | i
C[C@H](CO)N1C[C@H](C)[C@@H](CN(C)C(=O)Nc2ccc(F)cc2)Oc2ccc(NC(=O)Cc3cn(C)c4ccccc34)cc2C1=O | i
NC(=O)c1c(NC(=O)C(Cc2ccccc2)N2C(=O)c3ccccc3C2=O)sc2c1CCCC2 (configuration not stated) | i
CC(Oc1ccc(Cl)cc1Cl)C(=O)Nc1ccccc1-c1nc2ccccc2s1 (configuration not stated) | i
Cc1nn(C(C)C(=O)NCc2ccco2)c(C)c1[N+](=O)[O-] (configuration not stated) | i
Cc1c(N(CC(=O)O)S(=O)(=O)c2ccccc2)c(=O)n(-c2ccccc2)n1C | i
COc1ccc(S(=O)(=O)Nc2ccc3c(c2)CC(=O)N([C@@H](C)CO)C[C@H](C)[C@@H](CN(C)C(=O)Nc2cccc4ccccc24)O3)cc1 | i
C[C@@H]1CCCCO[C@H](CN(C)S(C)(=O)=O)[C@H](C)CN([C@@H](C)CO)C(=O)c2cc(N(C)C)ccc2O1 | i

Following part
SMILES | NFkB binder
COc1ccc(S(=O)(=O)N(C)C[C@H]2Oc3c(NS(=O)(=O)c4cccs4)cccc3C(=O)N([C@H](C)CO)C[C@@H]2C)cc1 | i
Clc1ccc(-c2nnc(SCc3ccon3)o2)c(Cl)c1 | i
O=C(NCc1ccccc1)C1=C[C@H](c2ccc(C(F)(F)F)cc2)C[C@H](OCCCCO)O1 | i
CCCCCCCCCC(O)C(C)C(O)C(/C=C(\C)C1=CC(=O)C(C)CO1)CO (configuration not stated) | i
C[C@H](CO)N1C[C@H](C)[C@@H](CN(C)C(=O)c2ccc3ccn(C)c3c2)OCc2cn(nn2)CCCC1=O | i
O=C(NCC(F)(F)F)[C@@H]1c2ccccc2C(=O)N(CC23CC4CC(CC(C4)C2)C3)[C@H]1c1ccc(CO)cc1 | i
COc1c(O)cc2c(c1O)C(=O)OC(C)C(O)c1c(O)c(O)c(OC)c(O)c1C(=O)OC(C)C2O (configuration not stated) | i
COc1ccc(CN2C(=O)[C@@H]3[C@H]4C(=O)O[C@H](c5ccccc5)[C@@H](C)N(C)C(=O)CC/C=C/[C@H]4O[C@@]34C=CCN(Cc3ccccc3)C(=O)[C@@H]24)cc1 | i
COc1ccc(CN(C)C[C@@H]2Oc3ccc(NS(=O)(=O)c4ccc(Cl)cc4)cc3CC(=O)N([C@H](C)CO)C[C@@H]2C)cc1 | i
C[C@@H]1CN([C@H](C)CO)C(=O)c2cccc(NS(C)(=O)=O)c2O[C@H]1CN(C)Cc1ccccc1 | i
Cc1ccc(S[C@]2(C(=O)NCC(F)(F)F)CC(=O)N(C3CCCCC3)[C@@H]2c2ccc(CO)cc2I)cc1 | i
COc1ccc(NS(=O)(=O)c2ccc(I)cc2)cc1N1CCN(C)CC1 | i
O=c1c(O[C@@H]2O[C@H](CO[C@@H]3O[C@H](CO)[C@@H](O)[C@H](O)[C@H]3O)[C@@H](O)[C@H](O)[C@H]2O)c(-c2ccc(O)cc2)oc2cc(O)cc(O)c12 | i
Cc1ccc(N(CC(N)=O)S(C)(=O)=O)c(C)c1 | i
COc1ccc(CN(C)C[C@@H]2Oc3ccc(NC(=O)CCN4CCOCC4)cc3C(=O)N([C@@H](C)CO)C[C@H]2C)cc1 | i

Next part.
SMILES | NFkB binder
COc1ccc(S(=O)(=O)Nc2ccc3c(c2)CC(=O)N([C@@H](C)CO)C[C@@H](C)[C@H](CN(C)S(=O)(=O)c2cn(C)cn2)O3)cc1 | i
CN(C)c1nc(SCCO)nc(N(C)C)n1 | i
C/C(=C\C=C\C(C)C)CCC/C(C)=C/COc1c(O)cc2c(c1O)CNC2=O | i
CC(C)NC(=O)N(C)C[C@@H]1OCCCC[C@@H](C)Oc2ccc(N(C)C)cc2C(=O)N([C@H](C)CO)C[C@H]1C | i
Cc1ccc(C(Nc2ccccn2)c2ccc3ccc(C)nc3c2O)cc1 (configuration not stated) | i
C[C@@H]1CN([C@H](C)CO)C(=O)c2cccc(NS(C)(=O)=O)c2O[C@@H]1CN(C)C(=O)Nc1ccccc1 | i
C[C@H]1CN([C@@H](C)CO)C(=O)c2cccc(NC(=O)C3CCOCC3)c2O[C@@H]1CN(C)S(=O)(=O)c1cccs1 | i
C[C@@H]1CN([C@@H](C)CO)C(=O)Cc2cc(NC(=O)Cc3cn(C)c4ccccc34)ccc2O[C@H]1CN(C)C(=O)NC1CCCCC1 | i
C[C@@H]1CN([C@H](C)CO)C(=O)Cc2cc(N(C)C)ccc2O[C@H]1CN(C)Cc1ccncc1 | i
COc1ccc(NC(=O)Nc2ccc3c(c2)CC(=O)N([C@H](C)CO)C[C@@H](C)[C@H](CN(C)C)O3)cc1 | i
COc1ccc(CN(C)C[C@H]2Oc3ccc(NC(=O)Cc4cn(C)c5ccccc45)cc3C(=O)N([C@@H](C)CO)C[C@@H]2C)cc1 | i
C[C@@H]1CCCCO[C@H](CN(C)C(=O)NC2CCCCC2)[C@H](C)CN([C@H](C)CO)C(=O)c2cc(NS(=O)(=O)c3cn(C)cn3)ccc2O1 | i
Cc1ccccc1CN1C(=O)C(O)(CC(=O)c2ccncc2)c2cc(Cl)ccc21 (configuration not stated) | i
CC(=O)CC(=O)N1C(=O)N(C)[C@@]2(C)Oc3ccccc3[C@@H]1[C@H]2COC(=O)c1ccc([N+](=O)[O-])cc1 | i
COc1cccc(NC(=O)COc2ccc(C(=S)N3CCN(C)CC3)cc2OC)c1 | i
